From PubChem
S3 lipid droplet – qHTS Assay for Lipid Storage Modulators in Drosophila S3 Cells. Drosophila S3 cells, BODIPY lipid droplet fluorescence, 18-24 h; cells fed with added oleic acid. lipid storage change, negative = inhibition, % at the top dose, mostly 46.1 µM; hits show Potency in µM. 320,000 tested, 0.64% active; active = well fitted inhibition curve with a large enough effect in the signal ratio, with a control signal flat, not every such curve was filed as active; inconclusive = small, poorly fitted or top-dose-only effect, or effect the other way, or a change in a side signal; the % refers to the signal ratio
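Drosophila S3 cells loaded with oleic acid (400 uM, as added) and compounds at several concentrations; lipid droplets imaged by 488-nm laser-scanning cytometry, 500–530 nm intensity and object ratio to cell channel. Percent activity normalized to 20 uM Triacsin C.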
S3 lipid droplet cell count max – recorded beside S3 lipid droplet, whose call it bears; cell number change, %; measured here: cell count max response;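 cells counted by Cell Tracker Red CMTPX staining in the red channel; peak over a dose series mostly up to 46.1 µM; percent activity relative to internal control wells on each plate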
Starred values were filed as active, the others as inactive; i = inactive; ? = inconclusive; / = not tested or not shown. % is set by controls: 0 for no effect and ±100 for the full control effect; potency is the fitted concentration of half-maximal effect. Not all compounds are listed; the hit share may differ from the screen's.

SMILES | S3 lipid droplet | S3 lipid droplet cell count max
COc1ccccc1OCC(=O)Nc1ccc(N2CCCCC2)cc1 | ? | /
CCC(C(=O)NC1CC1)n1nc(C)c2c(C)n(-c3ccccc3)nc2c1=O (configuration not stated) | ? | /
COc1ccccc1N1CCN(C(=O)c2ccc3[nH]c(C)c(C)c3c2)CC1 | ? | /
CCOc1cc(/C=C/c2ccc3cccc([N+](=O)[O-])c3n2)ccc1OCC(=O)N(C)C | ? | /
O=C(N1CCOCC1)N1CCN(S(=O)(=O)c2ccc(Cl)cc2)CC1 | ? | /
CN(C)CC(=O)Nc1nc(-c2ccccc2)cs1 | ? | /
N=C1C(c2nc3ccccc3[nH]2)=C(O)CN1C1CCCCC1 | 2% | 19
COc1ccccc1NC(=O)COc1ccc(C(=O)NC2CCCc3ccccc32)cc1OC (configuration not stated) | -5% | -10
CCOC(=O)C1CCc2sc(N)c(C#N)c21 (configuration not stated) | i | /
Fc1ccc(COc2ccc(Cl)cc2/C=N/Nc2nc(N3CCCC3)nc(N3CCCC3)n2)cc1 | -4% | 5
COC(=O)[C@H](Cc1ccccc1)NC(=O)NCc1ccccc1OC | ? | /
CCNc1ccc(C(=O)OCC(=O)c2cc(C)n(Cc3ccc4c(c3)OCO4)c2C)cc1[N+](=O)[O-] | ? | /
Cc1ccc(CSCc2ccc(C(=O)NC3CC3)o2)cc1 | ? | /
Cc1c(C(=O)NC2CCCc3ccccc32)oc2ccc(S(=O)(=O)N3CCOCC3)cc12 (configuration not stated) | -6% | -6
Cc1ccc(CNC(=O)CCC(=O)n2ncc3cc(C)ccc32)cc1 | -15% | -8
CC(C)(C)Cc1nnc(NC(=O)c2ccc([N+](=O)[O-])cc2)s1 | ? | /
OCC1(CCc2ccccc2)CCN(Cc2cc(F)ccc2-n2cccn2)CC1 | 17% | 18
O=C(O)c1[nH]c2ccccc2c1C(c1cc(Br)ccc1O)c1c(C(=O)O)[nH]c2ccccc12 | ? | /
CC(=O)Nc1ccc(S(=O)(=O)Oc2cccc(/C=C3\SC(N)=NC3=O)c2)cc1 | 2% | -8
COc1ccccc1N1CCN(C(CNS(=O)(=O)c2ccccc2)c2cccnc2)CC1 (configuration not stated) | ? | /
Cc1ccc(C(C(=O)NC2CCCCC2)N(Cc2ccco2)C(=O)C2COc3ccccc3O2)o1 (configuration not stated) | ? | /
Cc1ccc(-n2c(-c3ccco3)nc3nc4ccccc4nc32)cc1 | ? | /
O=S(=O)(c1cnc(Cl)c(Br)c1)N1CCCCCC1 | ? | /
CC(=O)Nc1cccc(NC(=O)CSc2nnnn2-c2ccc3c(c2)OCO3)c1 | ? | /
CNc1nc(-c2cccs2)cc(C(F)(F)F)c1C#N | -9% | 0
CCCC(CCC)C(=O)NC1CCN(Cc2ccccc2)CC1 | 0% | 20
CCNC(=O)c1ccc2c(c1)C1C3CCC(C3)C1C(c1ccccc1)N2 (configuration not stated) | -18% | 9
Cc1cc(C)nc(-n2cc(C(=O)c3cc(F)ccc3O)cn2)n1 | ? | /
COC(=O)CSc1nnc(-c2cccc(NC(=O)c3ccc(C)cc3)c2)n1C | ? | /
CC(=O)CC1(C)OC(N)=C(C#N)C1(C#N)C#N (configuration not stated) | ? | /
COc1ccc(OC)c(N(CC(=O)NCCSCc2ccco2)S(=O)(=O)c2ccc(OC)c(OC)c2)c1 | -30% | -17
COc1ccc(-c2cc(C)no2)cc1S(=O)(=O)NCCc1ccco1 | i | 16
Cc1ccc(-c2cnco2)cc1 | ? | /
COc1cccc(-n2c(SCc3c(C)noc3C)nnc2-c2cccc(S(=O)(=O)N(C)C)c2)c1 | ? | /
COc1cccc(CNc2nc(SC)ncc2CO)c1 | ? | /
O=C1CN(C(=O)CSc2nc3ccccc3c(=O)n2CC2CCCO2)c2ccccc2N1 (configuration not stated) | 3% | 27
C#CCOc1ccc(Cl)cc1/C=N/O | ? | /
Cc1ccc(C(=O)OCC(=O)N2CC(C)CC(C)C2)cc1S(=O)(=O)N1CCOCC1 (configuration not stated) | -31% | 20
CCCC(NCC(=O)Nc1ccccc1C(=O)NC1CC1)c1ccccc1 (configuration not stated) | ? | /
Oc1ccccc1/C=N/[n+]1ccccc1 | ? | /
COc1ccc(-n2c(Cc3cccn3C)nnc2SCC(=O)Nc2cccc(Cl)c2)cc1 | ? | /
CCC(OC(=O)C(C)N1C(=O)C(=O)c2ccccc21)C(=O)Nc1ccccc1OC (configuration not stated) | -16% | -4
Cc1ccc2oc(C(=O)N3CCC(O)(c4cccc(C(F)(F)F)c4)CC3)c(C)c2c1 | 25% | -25
Cc1c(-n2c(-c3ccccc3)nc3ccccc3c2=O)c(=O)n(-c2ccccc2)n1C | 0% | -12
O=C(OCC(=O)N1CCOCC1)c1ccccc1Br | ? | /
O=C(COc1cccc2cccnc12)N/N=C1\SCC(=O)N1Cc1ccccc1 | ? | /
COc1ccc(OC)c(NC(=S)NCCCN2CCOCC2)c1 | ? | /
O=S(=O)(c1ccccc1)c1nc(NCc2cccnc2)sc1Cl | ? | /
Cc1ccc(-n2c(Cc3cccn3C)nnc2SCC(=O)Nc2cc(C)on2)cc1 | 12% | 4
CC(C)N(Cc1ccccc1)C(=S)Nc1ccccc1F | -6% | 17
Cc1ccc(-n2ncc3c(SCc4cccc(C)c4)ncnc32)cc1 | 5% | -2
CC(=O)Nc1cc2cc(NS(=O)(=O)c3ccc(C)cc3)ccc2oc1=O | 10% | 3
Cc1cc(C)cc(CC2CC(=O)N(c3ccc([N+](=O)[O-])cc3)C2=O)c1 (configuration not stated) | ? | /
O=C(NCC1CCCCC1)C12CN(Cc3ccccc3)CC1C(c1cccc([N+](=O)[O-])c1)=NO2 (configuration not stated) | i | /
CC1(C)CC(=O)c2cc(OCC(=O)N3CCCCCC3)ccc2O1 | ? | /
CCCOc1ccc2c(=O)c(-c3cc(C(=O)OC)oc3C)c(C)oc2c1 | -2% | /
C[C@@H]1O[C@@H](O[C@H]2[C@H](O)[C@@H](O)[C@H](Oc3c(-c4ccc(O)c(O)c4)oc4cc(O)cc(O)c4c3=O)O[C@@H]2CO)[C@H](O)[C@H](O)[C@H]1O | ? | /
O=C(Nc1cccnc1)C1(c2ccc(Cl)cc2)CCCC1 | ? | /
O=C(NCc1ccccn1)c1cc(Cl)ccc1OCc1ccccc1 | -21% | 5
COc1ccc(C(=O)/C(C#N)=N/Nc2ccccc2[N+](=O)[O-])cc1 | ? | /

19 structures already listed, arranged by molecular weight, ascending.
SMILES | S3 lipid droplet | S3 lipid droplet cell count max
Oc1ccccc1/C=N/[n+]1ccccc1 | ? | /
O=C(Nc1cccnc1)C1(c2ccc(Cl)cc2)CCCC1 | ? | /
CC(C)N(Cc1ccccc1)C(=S)Nc1ccccc1F | -6% | 17
COc1ccc(C(=O)/C(C#N)=N/Nc2ccccc2[N+](=O)[O-])cc1 | ? | /
O=C(OCC(=O)N1CCOCC1)c1ccccc1Br | ? | /
CC1(C)CC(=O)c2cc(OCC(=O)N3CCCCCC3)ccc2O1 | ? | /
Cc1cc(C)cc(CC2CC(=O)N(c3ccc([N+](=O)[O-])cc3)C2=O)c1 (configuration not stated) | ? | /
COc1ccc(OC)c(NC(=S)NCCCN2CCOCC2)c1 | ? | /
Cc1ccc(-n2ncc3c(SCc4cccc(C)c4)ncnc32)cc1 | 5% | -2
O=C(NCc1ccccn1)c1cc(Cl)ccc1OCc1ccccc1 | -21% | 5
CCCC(NCC(=O)Nc1ccccc1C(=O)NC1CC1)c1ccccc1 (configuration not stated) | ? | /
CC(=O)Nc1cc2cc(NS(=O)(=O)c3ccc(C)cc3)ccc2oc1=O | 10% | 3
O=C(COc1cccc2cccnc12)N/N=C1\SCC(=O)N1Cc1ccccc1 | ? | /
Cc1c(-n2c(-c3ccccc3)nc3ccccc3c2=O)c(=O)n(-c2ccccc2)n1C | 0% | -12
CCC(OC(=O)C(C)N1C(=O)C(=O)c2ccccc21)C(=O)Nc1ccccc1OC (configuration not stated) | -16% | -4
Cc1ccc2oc(C(=O)N3CCC(O)(c4cccc(C(F)(F)F)c4)CC3)c(C)c2c1 | 25% | -25
Cc1ccc(-n2c(Cc3cccn3C)nnc2SCC(=O)Nc2cc(C)on2)cc1 | 12% | 4
O=C(NCC1CCCCC1)C12CN(Cc3ccccc3)CC1C(c1cccc([N+](=O)[O-])c1)=NO2 (configuration not stated) | i | /
C[C@@H]1O[C@@H](O[C@H]2[C@H](O)[C@@H](O)[C@H](Oc3c(-c4ccc(O)c(O)c4)oc4cc(O)cc(O)c4c3=O)O[C@@H]2CO)[C@H](O)[C@H](O)[C@H]1O | ? | /

Following part.
SMILES | S3 lipid droplet | S3 lipid droplet cell count max
COc1ccc(NS(=O)(=O)c2cccc(-c3n[nH]c(=S)n3Cc3ccccc3)c2)cc1 | -9% | -19
Cc1ccc(CNC(=O)CCS(=O)(=O)c2ccc(Br)s2)cc1 | i | 22
CCCCCCc1nc(C(N)=O)c2[nH]c(=O)n(-c3ccc(OCC)cc3)c2n1 | ? | /
CCCN(CCC)c1nc(-c2ccccn2)nc2ccccc12 | ? | /
N#CC(Cc1cccc(CC(C#N)(c2ccccc2)c2ccccc2)c1)(c1ccccc1)c1ccccc1 | ? | /
CSc1ccccc1NC(=O)CN(C)C(=O)Cc1c(F)cccc1Cl | ? | /
COc1ccc(NC(=O)COC(=O)c2ccc(S(=O)(=O)N(C)c3ccccc3OC)cc2)cc1OC | ? | /
O=C(Cc1ccc(Cl)cc1)N/N=C/c1cccs1 | 0% | 0
COc1ccc(CCNC(=O)CC2C(=O)NCCN2CC(C)(C)C)cc1 (configuration not stated) | 1% | /
CCC(C)c1ccc(OCC(=O)Nc2ccc3c(c2)C(=O)NC3=O)cc1 (configuration not stated) | ? | /
CC(=O)N1c2ccccc2C(C)=CC1(C)C | 2% | 25
Cc1ccc(N(CC(=O)NCc2ccc(F)cc2)C(=O)c2csnn2)cc1C | ? | /
COc1cc(/C=C2/CCc3ccccc3C2=O)cc(OC)c1OC | -6% | -5
COc1cc2c(cc1NC(=O)C(C)Sc1nc3ccccc3n1C)oc1ccccc12 (configuration not stated) | ? | /
CC(C)(C)CC(C)(C)NC(=S)N1CCN(Cc2ccc3c(c2)OCO3)CC1 | ? | /
COc1ccc(C(=O)Nc2ccc(Br)cc2F)cc1S(=O)(=O)N1CCCC1 | i | -8
O=C(c1cc(-c2ccco2)nn1-c1cccc(Cl)c1)N1CCCCC1 | i | /
O=S1(=O)N[C@@H](CC2=CCCCC2)C2CCCCC2O1 (some centres not stated) | ? | /
CC1CC(C)CN(S(=O)(=O)N2CCCC(C(=O)NCCCN3CCCCC3C)C2)C1 (configuration not stated) | ? | /
CNC(=O)c1ccc(Oc2ccc(C(=O)NC)cc2)cc1 | ? | /
O=C(C1CC(=O)N(C2CCCC2)C1)N1CCN(c2ccccc2)CC1 (configuration not stated) | i | 16
CC(C)CC(=O)N/C(N)=N/c1nc2ccccc2s1 | ? | /
CC(C)(C)Cc1nnc(NS(=O)(=O)c2ccc([N+](=O)[O-])cc2)s1 | ? | /
CCN(Cc1nc2ccccc2c(=O)[nH]1)Cc1nc2ccsc2c(=O)[nH]1 | ? | /
Nc1nc(NCc2ccco2)nc(NC2CCCCC2)c1[N+](=O)[O-] | ? | /
c1csc(C2CCCN2c2nc3nonc3nc2NC2CC2)n1 (configuration not stated) | 1% | -7
CC(C)c1ccc(S(=O)(=O)N2CCC(C(=O)NCc3ccco3)CC2)cc1 | ? | /
O=C(COc1ccc(C2SCCS2)cc1)Nc1ccc(Cl)cc1 | ? | /
Cc1cc(C)cc(N(CC(=O)NCc2ccccc2Cl)S(=O)(=O)c2c(C)[nH]c(=O)[nH]c2=O)c1 | ? | /
COc1ccc(CN(C)C(=O)c2ccc(OCC(=O)N3CCOCC3)c(OC)c2)cc1 | ? | /
CC(=O)Nc1ccc2nc(CN3CCN(Cc4ccc(F)cc4)C(CCO)C3)ccc2c1 (configuration not stated) | ? | /
O=C(NC1CCSc2ccccc21)c1ccc(F)cc1 (configuration not stated) | ? | /
CCOC(=O)N1CCN(CC(O)c2ccccc2)CC1 (configuration not stated) | ? | /
CCc1cc(C)cc(OCCOc2ccccc2/C=N/NC(C)=O)c1 | ? | /
CC1(c2ccccc2Cl)NC(=O)N(CC(=O)Nc2ccccc2OC(F)F)C1=O (configuration not stated) | ? | /
O=C(Nc1cnc2ccccc2c1)c1ccncc1 | -9% | -1
CC1CCN(c2ccc(C(=O)NCc3ccco3)cc2[N+](=O)[O-])CC1 | 28% | 4
CCOc1ccc(-n2c(SCC(=O)Nc3cc(C)on3)nc3c(c2=O)SCC3)cc1 | i | 10
CCCCOc1ccc(Cn2c(=O)oc3ccccc32)cc1 | ? | /
COc1ccccc1N1CCN(C(=O)c2c(C)noc2C)CC1 | -1% | 10
CN(C)/C=C1/C(=O)N(c2ccc([N+](=O)[O-])cc2)N=C1c1ccccc1 | ? | /
COc1ccc(CCNC(=O)CSc2nnc(-c3ccccc3)o2)cc1OC | ? | /
O=C(COC(=O)c1ccccc1O)NC(=O)c1ccc(OC(F)F)cc1 | 8% | -14
CC1CCCN(C2=C(NS(=O)(=O)c3ccc(Cl)cc3)C(=O)c3ccccc3C2=O)C1 (configuration not stated) | ? | /
CC1CCN(c2ccc(NC(=O)c3cccnc3)cc2)CC1 | 21µM* | -20*
COc1ccccc1NC(=O)Cn1nnc(C(=O)NCc2ccc3c(c2)OCO3)c1N | i | 14
Cc1cc2cc(CNS(=O)(=O)N(C)C)ccc2[nH]1 | 5% | 0
COc1cc(OC)c(/C=C2\SC(=O)N(CC(=O)Nc3ccccc3F)C2=O)c(OC)c1 | ? | /
CCOC(=O)c1c(NC(=O)Nc2ccc(C)cc2)sc2c1CCN(C)C2 | 3% | 10
